HSF1 activator – increases HSF-1 driven luciferase reporter signal; AID 504408; 300,000 tested, 1.7% active; activation, % at 9 µM; NIH3T3-HGL HSF-1 luciferase reporter, MG132, 8 h; 100% = twice DMSO control signal;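 active = mean replicate activation of at least 50% with a set share of replicates each reaching 50%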;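 also: 0% = median of the neutral control wells and 100% = twice that signal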
Dyrk1A ADPGlo – blocks rat Dyrk1A kinase activity; AID 504441; 310,000 tested, 0.43% active; ADP-Glo luminescence, NFATc1 peptide; Q63470; inhibition, % at 12.5 µM; in the data active = inhibition above about 50%;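 also: plate controls were vehicle with enzyme for no effect and no enzyme for full effect; many of its hits are not listed in these tables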
IEC-6 tox – IEC-6 cytotoxicity, counter-screen for KLF5 inhibitors; inhibition, % at 5 µM; luminescence viability; 290,000 tested, 0.78% active; AID 1825; in the data active = inhibition above about 22%;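 also: 0% = plate median of test compound wells and 100% = cytotoxic reference compound wells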
KLF5 inh – kruppel-like factor 5 inhibition; AID 1700; 290,000 tested, 0.23% active; inhibition, % at 5 µM; DLD-1 KLF5 promoter-luciferase reporter, luminescence;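 active = inhibition above a per-plate limit of that plate's mean compound inhibition plus 3 SD, cut at about 60% in these data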;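 also: 0% = DMSO wells and 100% = LY294002 at 200 µM; higher means less KLF5 promoter-driven luciferase light; inactives centre near -14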
HSF1 inhib – HSF1 inhibition; NIH3T3-HGL HSE-luciferase, MG132-induced, luminescence 8 h; active compounds read low; activity change, negative = inhibition, % at 7.5 µM (by protocol); 300,000 tested, 0.77% active; AID 2098;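 active = more than half of replicate wells show activity change below -50%, luminescence cut by over half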;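 also: luciferase reports HSF-1 transcriptional activity via heat shock element; 0% = median of DMSO wells and -100% = zero luminescence signal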
GSK3 alpha inh – inhibitors of human GSK-3 alpha kinase; P49840; ADP-Glo luminescence, 60 min; inhibition, % at 10 µM; 320,000 tested, 0.1% active;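 in the data active = inhibition above about 50%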;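 also: GST-tagged GSK-3 alpha with peptide substrate and 25 µM ATP; 0% = DMSO neutral wells and 100% = GW8510 positive control wells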
Target sequence (P49840 whole entry, looked up): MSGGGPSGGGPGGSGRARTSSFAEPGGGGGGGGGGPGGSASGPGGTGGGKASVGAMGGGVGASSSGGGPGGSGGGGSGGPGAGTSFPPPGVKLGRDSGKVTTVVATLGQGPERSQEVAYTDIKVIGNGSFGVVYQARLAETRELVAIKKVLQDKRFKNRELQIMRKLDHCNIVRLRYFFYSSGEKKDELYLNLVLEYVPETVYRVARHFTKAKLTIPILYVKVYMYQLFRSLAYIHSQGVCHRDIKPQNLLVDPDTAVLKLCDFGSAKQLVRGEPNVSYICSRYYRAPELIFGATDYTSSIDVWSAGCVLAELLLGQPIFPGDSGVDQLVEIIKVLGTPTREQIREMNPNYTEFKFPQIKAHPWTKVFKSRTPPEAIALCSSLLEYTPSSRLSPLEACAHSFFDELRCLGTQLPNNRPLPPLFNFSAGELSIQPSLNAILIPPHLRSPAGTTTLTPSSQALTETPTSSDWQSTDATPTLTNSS
HSP90 refold inh – inhibitors of HSP90 luciferase refolding in rabbit reticulocyte lysate | inhibition, % at 5.6 µM | luciferase refolding luminescence, 3 h | 290,000 tested, 0.91% active;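 active = inhibition above the screen-wide mean plus 3 SD, computed separately per campaign, cut at about 16% in these data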;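 also: 0% = DMSO wells and 100% = 60 µM geldanamycin wells; inhibitors lower the luminescence because luciferase stays unfolded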
GSK3beta inhib – inhibitors of human GSK3beta kinase | P49841 | GST-GSK3beta kinase, ADP-Glo luminescence, 60 min; active compounds read low | activity score (negative = inhibition), % at 10 µM | 300,000 tested, 0.038% active;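 active = more than half of replicate wells score below -50%, meaning over 50% inhibition versus plate controls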;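 also: 0% = median DMSO wells and -100% = median GW8510 positive control wells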
Target sequence (P49841 whole entry, looked up): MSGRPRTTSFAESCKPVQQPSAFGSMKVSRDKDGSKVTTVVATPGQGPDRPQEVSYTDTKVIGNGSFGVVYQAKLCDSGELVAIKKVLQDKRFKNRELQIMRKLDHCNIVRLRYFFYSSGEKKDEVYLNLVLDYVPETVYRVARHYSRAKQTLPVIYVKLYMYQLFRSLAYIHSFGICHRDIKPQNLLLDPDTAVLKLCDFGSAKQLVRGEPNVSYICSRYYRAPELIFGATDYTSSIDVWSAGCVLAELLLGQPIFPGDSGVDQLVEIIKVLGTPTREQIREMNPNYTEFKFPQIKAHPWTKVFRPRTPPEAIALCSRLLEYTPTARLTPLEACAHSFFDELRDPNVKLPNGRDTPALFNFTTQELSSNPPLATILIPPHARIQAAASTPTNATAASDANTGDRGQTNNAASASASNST
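Test system: GST-fused GSK3beta enzyme, cell-free | Quantity: 1.6 ng GST-GSK3beta enzyme per well | Reagent: 25 µM ATP with peptide substrate | Schedule: 60 min enzyme reaction, room temperature | Signal: Luminescent ADP-Glo measurement of ADP formed | Read-out basis: Score relative to plate controls | Control set: DMSO and 20 µM GW8510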
Platelet DG rel – platelet dense granule release activity; human platelet-rich plasma, SFLLRN dense granule ATP release, luminescence; inhibition, %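 (compounds screened at 7.5 µM in platelet-rich plasma)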; 300,000 tested, 0.22% active;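 active = mean replicate score, as percent of positive control, at or above 50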
aSyn UTR inh – MLPCN primary screen, SNCA 5' untranslated region; alpha-synuclein 5'UTR reporter, inhibitor activity; inhibition, % (tested at 7.5 µM); 300,000 tested, 0.82% active; in the data active = inhibition above about 60%;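 also: H4 neuroglioblastoma cells stably carrying SNCA 5'UTR luciferase fusion; 0% = DMSO wells and 100% = positive control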
Active calls of the source: *; / = not tested or not shown.

SMILES | HSF1 activator | Dyrk1A ADPGlo | IEC-6 tox | KLF5 inh | HSF1 inhib | GSK3 alpha inh | HSP90 refold inh | GSK3beta inhib | Platelet DG rel | aSyn UTR inh
CC1=CC(C)(C)n2c(O)c(C3=NC(=S)NC3=O)c3cc(OC(=O)c4cccc5ccccc45)cc1c32 | -2 | -4 | 4 | -9 | -9 | -4 | -1 | 0 | -2 | 34
CN(c1ccccc1)S(=O)(=O)c1ccc(Cl)c(C(=O)Nc2ccc(N3CCOCC3)cc2)c1 | 0 | 0 | -3 | -28 | -7 | 2 | 2 | -1 | -3 | -4
CCC1(C)Cc2c(sc3nc(SC)[nH]c(=S)c23)CO1 (stereo unspecified) | -8 | / | -4 | -26 | 0 | 0 | 1 | -1 | -2 | 7
O=C1Nc2ccccc2S/C1=C/c1cccs1 | 28 | -9 | 8 | 12 | 19 | 0 | -8 | -6 | 2 | -68
O=C(Nc1ccc(S(=O)(=O)N2CCOCC2)cc1)c1ccc(Cl)cc1 | 9 | 13 | / | / | -5 | 3 | / | -2 | 14 | 9
CCOc1ccc(C(=O)Nc2ccc(S(=O)(=O)Nc3cc(C)on3)cc2)cc1 | 9 | -2 | -4 | -18 | -3 | -2 | -3 | -2 | -4 | 31
CCN(CC)CCCNc1nc(SC)nc2sc3c(c12)CCN(C)C3 | -4 | / | -5 | -24 | -5 | 18 | -3 | 1 | -3 | 3
O=C(N/N=C/c1ccccn1)c1ccc([N+](=O)[O-])cc1Cl | -6 | 2 | 1 | -18 | -7 | -2 | -6 | 2 | 2 | -22
Cc1onc(-c2ccccc2)c1-c1nc2cc(Cl)ccc2c(=O)o1 | -30 | 0 | -5 | -29 | -16 | -3 | -3 | 2 | -7 | -6
CSc1ccc(/C=N/NC(=O)CNc2cccc3ccccc23)cc1 | 7 | -1 | 4 | -25 | 2 | -1 | 5 | 1 | 1 | 4
CCOC(=O)c1c(-n2c(C)cc(C=O)c2C)sc2c1CCCC2 | 24 | 3 | -9 | -3 | 9 | -3 | 0 | -2 | -15 | 24
CCOc1ccc(N2C(=O)CS/C2=C(\C(Cl)=C(Cl)Cl)[N+](=O)[O-])cc1 | -21 | -4 | 1 | 3 | -7 | 0 | 8 | -2 | -1 | 26
COc1ccc(-c2cc(C(F)(F)F)nc(N)n2)cc1 | -2 | 14 | 0 | -10 | 2 | 5 | 1 | 0 | 1 | 19
CC1CCN(CCCCOc2cccc(Br)c2)CC1 | -16 | 2 | -1 | -45 | 0 | -2 | 3 | -1 | 4 | 9
CCOC(=O)N1CCN(C(=O)c2cc3c(-c4ccc(Cl)cc4)nn(C)c3s2)CC1 | 12 | 16 | 14 | -16 | -12 | -3 | 1 | 1 | 21 | -16
O=C(O)C/C(=C\c1cc(Cl)c2c(c1)OCO2)c1nc2ccccc2s1 | 3 | -3 | 0 | 6 | -2 | -6 | 0 | 2 | 18 | 2
C=CCN(CC=C)C(=S)Nc1ccc2nsnc2c1 | 21 | 4 | 5 | -75 | -4 | 8 | 31* | -2 | -3 | 15
COc1ccc(-n2ncc3c(NCc4ccccn4)ncnc32)cc1 | 19 | 0 | 1 | -53 | 11 | 0 | -2 | -1 | 3 | -128
Cc1nn(C)cc1S(=O)(=O)N1CCN(Cc2cccc(Cl)c2)CC1 | 11 | 0 | 2 | -26 | 3 | -1 | -1 | 3 | -3 | 17
O=C1COc2ccc(C(=O)c3ccccc3C(=O)O)cc2N1 | -38 | -9 | -2 | -25 | -19 | -2 | -4 | 3 | -8 | 10
COc1ccc(C(=O)NCc2ccccc2OC)c(OC)c1 | -3 | 9 | 6 | -9 | 4 | 0 | -1 | -5 | -1 | -13
Nc1ccccc1SCc1ccccc1 | 13 | -1 | -1 | -44 | -2 | -1 | -1 | 1 | 5 | -24
Cn1c(=O)c2[nH]c(N3CCOCC3)nc2n(-c2ccccc2)c1=O | -15 | -3 | 1 | -19 | -10 | 24 | 5 | -14 | 3 | -24
COc1cc([N+](=O)[O-])ccc1NC(=O)Oc1ccc(NC(C)=O)cc1 | 15 | 2 | -2 | -14 | -10 | 1 | 1 | -4 | 9 | 1
CCOC(=O)N1CCC(NC(=O)c2cnn3c2NC(c2ccco2)CC3C(F)(F)F)CC1 (stereo unspecified) | 5 | 12 | -4 | 6 | -4 | 4 | -5 | -2 | 3 | 12
CN(c1ccc(C(=O)O)cc1)S(=O)(=O)c1ccccc1 | -15 | 11 | -4 | 14 | 0 | / | -3 | 1 | 24 | 11
CCOc1ccc(S(=O)(=O)Nc2ccc(Cl)cn2)c(C)c1C | 0 | -6 | -1 | -5 | 1 | / | -3 | -1 | -5 | 12
CCN1CCN(c2cc(C)c3cc(NC(=S)N4CCN(c5ccccc5F)CC4)ccc3n2)CC1 | 8 | 2 | -2 | -6 | -5 | 3 | 2 | -1 | 1 | -21
Fc1ccc(-n2nnc(-c3ccnc4ccccc34)n2)cc1 | 34 | 10 | 3 | 10 | 20 | 1 | -2 | 1 | 0 | -154
OC(COc1ccc(Cl)cc1Cl)Cn1ccnc1 (stereo unspecified) | 10 | -5 | 2 | -77 | 2 | -1 | 13 | 1 | -6 | -13
Cn1c(=O)oc2cc(S(=O)(=O)NCCCN3CCCC3=O)ccc21 | 7 | 3 | 6 | -20 | -1 | -4 | 1 | 0 | -10 | -2
CCN1CCN(C(=O)c2ccccc2N(Cc2ccccc2)S(=O)(=O)c2ccc(OC)cc2)CC1 | -3 | 2 | -12 | -16 | 2 | 0 | -3 | 3 | 14 | -11
O=C1NC(c2ccco2)Nc2sc3c(c21)CCN(Cc1ccccc1)C3 (stereo unspecified) | / | 0 | -4 | -9 | / | -2 | -1 | / | / | /
O=[N+]([O-])c1ccc(/C=N/Nc2ncc(Br)cn2)cc1 | 16 | -2 | 4 | -73 | -3 | -1 | 0 | -1 | 2 | -27
CC(C)Cn1c(=O)oc2ccccc21 | 1 | -7 | -5 | -19 | 0 | -4 | 3 | 4 | -3 | -5
COc1cc(/C=C(\NC(C)=O)C(=O)O)cc(OC)c1OC | 21 | / | -2 | -5 | -8 | 1 | -1 | 1 | 7 | 12
CC(C)c1[nH]nc2c1C(c1ccc(OC(=O)c3ccco3)cc1)C(C#N)=C(N)O2 (stereo unspecified) | 29 | -1 | -1 | 21 | 4 | 1 | -4 | -3 | -1 | 9
COc1ccc(CNc2nc(-c3cccnc3)nn2S(C)(=O)=O)cc1 | 8 | 0 | -4 | -37 | 0 | 0 | -3 | 2 | -1 | 7
Cc1ccc(CC(=O)NCC(C)C)cc1 | -4 | -12 | 1 | 7 | -6 | -1 | -1 | 2 | 10 | -14
CCOc1ccc(OCC)c(NC(=O)C2CCN(S(=O)(=O)c3ccc4c(c3)CC(C)N4C(C)=O)CC2)c1 (stereo unspecified) | 31 | 0 | -3 | 13 | 8 | 2 | 2 | 7 | -21 | 8
Cc1ccc(C(=O)OCC(=O)c2ccc[nH]2)s1 | 28 | 0 | 1 | -12 | 15 | -1 | 2 | 1 | 15 | -4
C=CCc1c(C)c(C#N)c2nc3ccccc3n2c1N1CCCCC1 | 29 | 3 | -1 | -16 | 2 | 1 | 7 | 6 | -7 | 22
Cc1ccc(S(=O)(=O)/N=C/N(C)C)cc1 | 18 | 0 | 4 | -15 | -15 | / | -6 | 2 | -24 | -4
COC(=O)Nc1ccc(C)cc1NC(=O)OC | -18 | -1 | 2 | -26 | -11 | -3 | -1 | -1 | -7 | 2
c1ccc(Oc2ccc(-c3ccnc4ncnn34)cc2)cc1 | 29 | -4 | 2 | -7 | 5 | -2 | -4 | 1 | 7 | -10

Among those listed so far, 4 contain fluorine.
SMILES | HSF1 activator | Dyrk1A ADPGlo | IEC-6 tox | KLF5 inh | HSF1 inhib | GSK3 alpha inh | HSP90 refold inh | GSK3beta inhib | Platelet DG rel | aSyn UTR inh
COc1ccc(-c2cc(C(F)(F)F)nc(N)n2)cc1 | -2 | 14 | 0 | -10 | 2 | 5 | 1 | 0 | 1 | 19
CCOC(=O)N1CCC(NC(=O)c2cnn3c2NC(c2ccco2)CC3C(F)(F)F)CC1 (stereo unspecified) | 5 | 12 | -4 | 6 | -4 | 4 | -5 | -2 | 3 | 12
CCN1CCN(c2cc(C)c3cc(NC(=S)N4CCN(c5ccccc5F)CC4)ccc3n2)CC1 | 8 | 2 | -2 | -6 | -5 | 3 | 2 | -1 | 1 | -21
Fc1ccc(-n2nnc(-c3ccnc4ccccc34)n2)cc1 | 34 | 10 | 3 | 10 | 20 | 1 | -2 | 1 | 0 | -154

(further entries)
SMILES | HSF1 activator | Dyrk1A ADPGlo | IEC-6 tox | KLF5 inh | HSF1 inhib | GSK3 alpha inh | HSP90 refold inh | GSK3beta inhib | Platelet DG rel | aSyn UTR inh
COc1ccccc1C(=O)Nc1nnc(C)s1 | 22 | -3 | -1 | -94 | -4 | 1 | 0 | -3 | 16 | -211
O=Cc1cn(Cc2ccccc2)nc1-c1cccnc1 | 20 | / | 0 | -12 | 0 | 3 | -5 | 2 | -5 | -10
CC(=O)COC(=O)C1=NN(c2ccccc2)C(=O)CC1 | 2 | 3 | 6 | 12 | -3 | -2 | 0 | 2 | -2 | 9
CCCCc1cc2c(c(NC(=O)CC)n1)c(=O)oc1ccccc12 | -5 | 7 | 0 | -13 | -3 | / | 0 | -2 | -2 | -16
COC(=O)c1sccc1NC(=S)NCc1ccc(Cl)cc1 | 8 | 9 | 2 | 3 | 3 | 4 | 1 | 0 | 0 | 19
COc1cccc2cc(CC(=O)c3ccc(C)c(C)c3)c(=O)oc12 | 8 | -2 | 2 | -107 | 12 | -5 | 1 | -5 | -4 | -47
N#C/C(=N\Nc1ccc(Cl)cc1)C(=O)c1ccccc1 | 3 | 10 | 11 | -6 | 6 | -3 | 0 | 3 | -1 | -21
CS(=O)(=O)N(CC(=O)NC1CCCCC1)c1cccc(F)c1 | -9 | 1 | -2 | 8 | -2 | 0 | 3 | 1 | 2 | -18
CN(CC1CCCO1)S(=O)(=O)c1ccc(C(=O)Nc2ccc(F)cc2)cc1 (stereo unspecified) | 0 | -7 | -12 | -21 | 1 | -5 | -1 | -3 | -21 | 12
CC(=O)c1cc(O)c2ccccc2c1O | 20 | 62* | 8 | -16 | 5 | -3 | 6 | 1 | 5 | -50
NC(=O)/C(=C\c1ccncc1)c1cccc2ccccc12 | 4 | -1 | -3 | -19 | 1 | 2 | 2 | -6 | 5 | 13
Cc1ccc(S(=O)(=O)N(C)C)cc1NC(=O)c1cc(=O)[nH]c2ccccc12 | 8 | 24 | -4 | -6 | 3 | -1 | 2 | -1 | 7 | -4
CCCc1cc(=O)oc2c(C)c(OCC(=O)N3CCC(C(=O)O)CC3)ccc12 | -6 | 8 | -4 | -9 | -7 | 1 | 1 | -1 | 1 | -13
COc1ccc(Nc2ccccc2N)cc1 | -6 | 5 | 3 | -5 | -2 | 0 | -1 | 0 | 0 | -41

3 entries already listed, ordered by their value in aSyn UTR inh, lowest first.
mol | aSyn UTR inh
O=Cc1cn(Cc2ccccc2)nc1-c1cccnc1 | -10
Cc1ccc(S(=O)(=O)N(C)C)cc1NC(=O)c1cc(=O)[nH]c2ccccc12 | -4
CN(CC1CCCO1)S(=O)(=O)c1ccc(C(=O)Nc2ccc(F)cc2)cc1 (stereo unspecified) | 12

Screens as filed in PubChem BioAssay.

The list is partial. The share of hits here may be higher or lower than overall.
